# ELG1 genotox = inducers of genotoxicity in HEK293T ELG1-luciferase cells; actives 1.3% (n = 330,000); HEK293T ELG1-luciferase reporter, luminescence, 16 h; Potency, µM (titrated, usually from 46 µM), without a hit: top-dose activity change, positive = activation, actives largely listed as activators; AID 504466; also: % of control where 0% means no effect; nearly all actives have a fitted effect of over 60% in size
#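 Screening used a luciferase reporter fused to human ELG1 in HEK293T cells. Luminescence was read on a CCD plate imager after 16 hr exposure and 30 min ONE-Glo incubation.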
# Rab9 promoter act = Rab9 promoter activation. Potency, µM (doses to about 9.22 µM), for the others: top-dose activation, negative = inhibition, actives largely listed as activators. Huh7 Rab9 promoter-luciferase reporter, luminescence, 24 h. actives 2.8% (n = 320,000). AID 485297; also: % of control where 0% means no effect; nearly all actives have a fitted effect of over 60% in size
#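 Cell-based reporter: Huh7 stable for Rab9 promoter-driven luciferase, plated in reduced-serum medium with 10% FBS at 1500 cells/well, compound-treated 24 h at 37 °C, luminescence read after 10 min reagent.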
# p53 reactivation = re-activators of mutant p53. H1299 p53-A138V BP100-luciferase reporter, luminescence, 24 h. Potency, µM (highest dose often 92.2 µM), without a hit: at the top dose activity change, positive = activation, actives largely listed as activators. actives 0.063% (n = 320,000). AID 504706; also: % of control where 0% means no effect; nearly all actives have a fitted effect of over 45% in size
#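 p53-null H1299 cells stably carrying temperature-sensitive p53-A138V and a BP100-luciferase reporter were pinned with compounds (4-point, 1:5 series) and held 24 hrs at 37 deg C. Luminescence was read 10 min after detection reagent.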
# uPA surface inh = blocks generation of uPA at the cell surface. cell surface uPA generation assay, qHTS. AID 540303. Potency, µM (highest dose often 38.3 µM), for inactives: at the top dose activity change, negative = inhibition, usual class: inhibitors. actives 0.31% (n = 330,000); active = well fitted inhibition curve with a large enough effect; inconclusive = small, poorly fitted or top-dose-only effect; inactive = no such curve, though single readings can be large or run the other way; tested in mouse RAW 264.7 cells; also: % is scaled to controls: 0 for no effect and ±100 for the full control effect; nearly all actives have a fitted effect of over 55% in size
# VP16 counter = counter-screen for ROR gamma inhibitors: Gal4-VP16 reporter | Drosophila S2 Gal4-VP16 UAS-luciferase, luminescence, 20 h | Potency, µM (doses to about 53.6 µM), for the others: at the highest dose activity, negative = inhibition, actives largely listed as inhibitors | actives 3.5% (n = 310,000);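 also: Gal4-VP16 expression switched on by copper sulfate through the metallothionein promoter; % is scaled to controls: 0 for no effect and ±100 for the full control effect; nearly all actives have a fitted effect of over 50% in size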
# NPC1 promoter act = activators of NPC1 promoter | Huh7 NPC1 promoter luciferase reporter, 24 h | Potency, µM (titrated, usually from 9.22 µM), without a hit: top-dose activation, hits mostly activators | actives 2.4% (n = 320,000);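 also: % of control where 0% means no effect; nearly all actives have a fitted effect of over 60% in size; reporter is driven by a mutant NPC1 promoter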
#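 Compounds in DMSO were transferred onto Huh7 NPC1-luciferase reporter cells pre-incubated 2 h; after 24 h at 37 °C, Amplite reagent was dispensed and luminescence recorded 10 min later.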
# MLL CXXC-DNA inh = blocks binding of human MLL CXXC domain to DNA; AID 2662; Q03164; MLL-CXXC / FITC-HOXA9 DNA fluorescence polarization; Potency, µM (series often up to 115 µM), for the others: at the top dose activity change, negative = inhibition, usual class: inhibitors; actives 0.037% (n = 290,000); active = well fitted inhibition curve with a large enough effect in the polarisation, with a control signal flat, not every such curve was filed as active; inconclusive = small, poorly fitted or top-dose-only effect, or effect the other way, or a change in a side signal; inactive = no such curve, though single readings can be large or run the other way; the % refers to the polarisation
#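 Fluorescence polarization: 7 uM MLL-CXXC (stock) preincubated 5 min with compounds, then 50 nM fluorescein-HOX-A9 DNA (stock) added; 30 min ambient. Buffer 50 mM Tris-HCl pH 7.5, 50 mM NaCl, 1 mM DTT, 0.05% BSA.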
# RORgamma inh = ROR gamma (mouse) transcription inhibition; P51450; Drosophila S2 Gal4-RORgamma UAS-luciferase reporter, 20 h; Potency, µM (titrated, usually from 53.6 µM), for inactives: at the highest dose activity change, negative = inhibition, usual class: inhibitors; actives 5.4% (n = 310,000); also: % is scaled to controls: 0 for no effect and ±100 for the full control effect; nearly all actives have a fitted effect of over 60% in size
#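 Drosophila Schneider cells stably carrying a metallothionein-driven Gal4 DBD–ROR gamma fusion and a UAS-Photinus luciferase reporter were exposed to compound for 1 hr, then induced with copper sulfate (700 uM final) for 20 hr at ambient temperature before luminescence reading.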
# FLuc counter = counter-screen for miR-21 project: firefly luciferase inhibitors or activators | purified FLuc, Km substrates, luminescence inhibition | Potency, µM (series often up to 57.5 µM), for inactives: at the top dose activity change, negative = inhibition, hits mostly inhibitors | actives 6.9% (n = 360,000);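 also: plate controls were vehicle for no effect and reference inhibitor for full effect; nearly all actives have a fitted effect of over 55% in size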
# Target sequence (P08659 whole entry, looked up): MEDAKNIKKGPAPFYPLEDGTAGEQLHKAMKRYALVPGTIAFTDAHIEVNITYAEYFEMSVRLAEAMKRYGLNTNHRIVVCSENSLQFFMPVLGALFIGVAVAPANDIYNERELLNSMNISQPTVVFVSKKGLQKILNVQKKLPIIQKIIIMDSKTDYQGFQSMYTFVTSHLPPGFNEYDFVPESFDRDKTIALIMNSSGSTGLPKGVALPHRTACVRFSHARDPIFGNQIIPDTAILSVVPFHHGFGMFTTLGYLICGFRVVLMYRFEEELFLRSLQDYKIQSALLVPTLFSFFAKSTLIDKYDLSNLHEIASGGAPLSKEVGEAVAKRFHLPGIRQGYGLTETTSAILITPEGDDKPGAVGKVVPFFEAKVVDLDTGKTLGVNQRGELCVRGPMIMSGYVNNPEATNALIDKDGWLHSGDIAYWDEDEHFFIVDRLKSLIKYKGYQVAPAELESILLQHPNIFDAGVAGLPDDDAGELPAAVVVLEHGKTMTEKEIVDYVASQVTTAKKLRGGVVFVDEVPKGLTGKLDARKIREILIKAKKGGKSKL
#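 Biochemical qHTS of compounds, final roughly 60 µM downward over six points, against 10 nM purified firefly luciferase using Km concentrations of substrates (10 uM D-luciferin, 10 uM ATP) in Tris acetate pH 7.5 buffer; luminescence output.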
# MBNL1 CUG block = blocks human MBNL1 binding to CUG repeat RNA. TR-FRET MBNL1-His/biotin-(CUG)12 binding, 665/545 ratio. Potency, µM (top dose mostly 57.5 µM), for inactives: top-dose activity change, negative = inhibition, usual class: inhibitors. actives 0.036% (n = 280,000); active = well fitted inhibition curve with a large enough effect in the signal ratio, with a control signal flat, not every such curve was filed as active; inconclusive = small, poorly fitted or top-dose-only effect, or effect the other way, or a change in a side signal; inactive = no such curve, though single readings can be large or run the other way; the % refers to the signal ratio; also: % is scaled to controls: 0 for no effect and ±100 for the full control effect
# Target sequence (Q9NR56 whole entry, looked up): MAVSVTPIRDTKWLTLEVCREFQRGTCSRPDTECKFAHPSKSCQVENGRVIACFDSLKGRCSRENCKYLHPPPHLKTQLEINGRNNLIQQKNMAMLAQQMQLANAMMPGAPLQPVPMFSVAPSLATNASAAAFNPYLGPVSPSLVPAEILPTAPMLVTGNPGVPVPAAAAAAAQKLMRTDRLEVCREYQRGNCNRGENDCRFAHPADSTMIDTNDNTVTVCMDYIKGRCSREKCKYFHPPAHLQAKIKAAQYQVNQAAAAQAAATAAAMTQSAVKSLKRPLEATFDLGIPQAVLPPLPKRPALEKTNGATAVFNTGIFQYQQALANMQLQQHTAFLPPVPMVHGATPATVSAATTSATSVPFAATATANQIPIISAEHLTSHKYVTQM
#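 TR-FRET between His-tagged MBNL1 and biotin-(CUG)12 RNA, detected with Tb anti-His antibody (0.055 ng/ul) and streptavidin-XL665 (5 nM), 60 min at room temperature. Compounds titrated 92 nM to 58 uM; 665/545 nm ratio normalized to buffer and complex controls.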
# BRCA1 expr up = increases BRCA1 expression; MCF7-BRCA1-FFLuc reporter, luminescence, 48 h; response scale: scaled: vehicle 0%, 10 µM genistein 100%; Potency, µM (titrated, usually from 46.1 µM), for inactives: at the highest dose activation, usual class: activators; actives 1.1% (n = 380,000); also: nearly all actives have a fitted effect of over 80% in size; some results filed as inactive show a strong effect at the top dose
#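 Activators of BRCA1 expression were detected as increased firefly luciferase luminescence in engineered MCF7 cells after 48 h compound incubation. Signals were scaled to genistein 10 microM as full activation.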
# Starred values were filed as active, the others as inactive; ? = inconclusive; / = not tested or not shown; [ ] = remark or other dose. Unless noted, calls follow the shape of the dose curve; as a rule, active = well fitted curve in the direction sought with a large enough effect; inconclusive = small, poorly fitted or top-dose-only effect, or another doubt; inactive = no such curve, though single readings can be large; an effect the other way counts as inactive or inconclusive. Potency is read from the fitted curve at half-maximal effect. A portion of the library (hit frequency here may not be typical).
SMILES,ELG1 genotox,Rab9 promoter act,p53 reactivation,uPA surface inh,VP16 counter,NPC1 promoter act,MLL CXXC-DNA inh,RORgamma inh,FLuc counter,MBNL1 CUG block,BRCA1 expr up
COC(=O)c1ccc(NC(=O)c2ccc(F)cc2)o1,0.3%,-6.1%,21.6%,18.3%,13.7%,-3.4%,12.0%,-12.9%,?,-9.5%,-43.9%
Cc1ccc2nc(-c3ccc(NC(=O)CN(C)S(=O)(=O)c4ccccc4)cc3)sc2c1,5.8µM*,0.7%,12.9%,/,?,?,10.3%,2µM*,15.1µM*,1.9%,/
Cc1ccc(NC(=O)N(Cc2nc3ccccc3c(=O)[nH]2)Cc2cccs2)cc1,-2.5%,0.8%,-2.4%,1.3%,-28.9%,0.0%,12.0%,?,1.8%,?,-24.1%
COc1ccc(NC(=O)CSc2nc(-c3ccc(C)cc3)cc(C(F)(F)F)c2C#N)cc1,0.8%,3.9%,-4.2%,0.8%,-2.6%,-4.1%,23.1%,1.0%,-0.8%,-5.8%,-32.9%
COC(=O)c1cc(NS(=O)(=O)c2ccc(N3CCOCC3)c([N+](=O)[O-])c2)cc(C(=O)OC)c1,3.0%,-4.3%,0.5%,3.9%,12.2%,-2.8%,-5.0%,23.8%,-2.2%,11.5%,-20.9%
O=C(/C=C/c1ccc(F)cc1)c1ccccc1Br,-15.3%,-3.7%,?,-7.0%,?,-2.6%,1.3%,?,19µM*,-7.8%,-51.9%
CC(=O)Nc1ccc(NC(=O)c2cc(-c3cc(C)cc(C)c3O)n[nH]2)cc1,-7.1%,2.8%,-9.5%,-5.0%,7.5%,8.3%,?,25.6%,3.38µM*,-9.3%,13.4%
CCc1ccc(OCC(=O)NC2CC(C)(C)NC(C)(C)C2)cc1,-1.2%,-11.5%,-0.9%,-3.1%,5.9%,-1.0%,58.7%[activator],26.5%,-1.5%,3.8%,0.9%
Cc1ccc(NC(=S)NNS(=O)(=O)c2ccc3ccccc3c2)cc1Cl,-7.1%,2.0%,-3.6%,0.9%,?,-1.8%,1.5%,11.2µM*,-18.1%,-13.2%,-14.9%
Cc1ccc(CNC(=O)C2CCN(S(=O)(=O)c3ccc4nc5c(c(C(=O)O)c4c3)CC(C)CC5)CC2)cc1 (configuration not stated),0.8%,1.7%,3.1%,-14.3%,-0.1%,0.6%,-12.3%,-0.4%,?,20.5%,-20.5%
CCOC(=O)Cc1c(C)nc2c(-c3ccccc3)c(C)nn2c1C,-0.2%,0.4%,2.9%,-1.8%,13.4%,-2.0%,6.5%,25.4%,21.3µM*,-4.9%,19.2%
CCOCCCNC(=O)CCCC1=NS(=O)(=O)c2ccccc2N1,2.3%,-10.9%,-5.1%,7.4%,-2.9%,-5.8%,10.3%,-3.8%,8.2%,-18.5%,2.6%
CCCCCC(=O)Nc1cc(S(=O)(=O)N2CCOCC2)ccc1N1CCN(C)CC1,-0.1%,21.4%,23.6%,0.9%,0.6%,-2.5%,2.4%,4.7%,-0.2%,-5.9%,0.0%
O=C(OC1CCOC1=O)c1cc(-c2cccs2)nc2ccccc12 (configuration not stated),1.3%,5.1%,-1.6%,-2.9%,-4.9%,-2.7%,0.6%,-5.2%,-18.0%,45.6%[activator],-4.0%
CCOC(=O)C1CCCN(C(=O)c2ccc(OC)c([N+](=O)[O-])c2)C1 (configuration not stated),0.0%,-0.3%,1.0%,-2.4%,-4.8%,-2.0%,8.1%,8.0%,-1.7%,/,-13.0%
COCCNC(=O)Cn1c(=O)oc2cc(S(=O)(=O)N3CC(C)CC(C)C3)ccc21 (configuration not stated),1.9%,4.6%,-8.0%,0.9%,-9.1%,-4.0%,7.3%,1.2%,3.8%,-0.6%,-3.2%
COc1ccc(N2CC(O)=C(c3nc(-c4ccc(F)cc4)cs3)C2=N)cc1OC,-3.1%,?,-2.2%,2.8%,1.3%,28.9%,21.1%,?,?,-0.7%,-47.4%
O=C(OCCOc1cccc(Cl)c1)c1ccc2ncsc2c1,-11.5%,3.6%,16.7%,3.3%,-3.8%,-1.9%,-0.7%,36.4%,?,-1.6%,-57.5%
CCc1nc(OCc2ccccc2)c2sc3nc4c(cc3c2n1)COC(C)(C)C4,-1.2%,-7.2%,1.9%,2.9%,7.9%,1.2%,6.2%,7.3%,-12.0%,-4.3%,-19.9%
CCn1ncc(C2=NOC(C(=O)Nc3c(C)nn(Cc4ccc(F)cc4)c3C)C2)c1C (configuration not stated),-9.2%,-1.7%,-4.4%,-11.0%,18.2%,-0.6%,20.5%,-10.2%,2.3%,2.6%,0.0%
CC(C)(C)C(=O)Cn1nnc(-c2ccc(C(F)(F)F)cc2)n1,-3.3%,0.1%,-0.9%,7.0%,-13.6%,4.6%,10.3%,17.4%,-1.9%,-6.5%,4.1%
Clc1ccccn1,4.6%,0.8%,-5.0%,5.1%,4.9%,-0.4%,/,8.9%,-1.3%,/,-13.5%
COc1ccc(CNC(=O)c2ccccc2SCC(=O)N2CCCC2)cc1OC,0.0%,-0.3%,16.2%,0.7%,/,0.9%,/,/,-15.9%,/,1.6%
CCC(c1nnnn1CCOC)N1CCN(Cc2ccccc2OC)CC1 (configuration not stated),0.7%,-1.5%,6.3%,-10.1%,5.2%,-2.4%,-4.5%,-0.2%,1.0%,-6.7%,-1.7%
CC(C)(C)C(=O)NC1CC2CCCC(C1)N2C(=O)Nc1ccccc1 (configuration not stated),-3.6%,6.5%,/,3.4%,1.1%,0.9%,-3.7%,-27.1%,3.3%,-0.6%,21.3%

# (next part)
SMILES,ELG1 genotox,Rab9 promoter act,p53 reactivation,uPA surface inh,VP16 counter,NPC1 promoter act,MLL CXXC-DNA inh,RORgamma inh,FLuc counter,MBNL1 CUG block,BRCA1 expr up
O=C1/C(=C\c2ccc(O)c(O)c2)C(c2ccccc2)=NN1c1ccccc1,7.7%,-12.6%,1.3%,-8.6%,-1.9%[10 µM],-12.1%,-17.1%,19.2%,19µM*,5.6%,8.1%
CC(=O)OC1CCC2(C)C(COc3ccc4ccc(=O)oc4c3)C(C)(O)CCC2C1(C)C (configuration not stated),-4.3%,3.3%,-13.7%,-5.9%,-5.9%,2.5%,-4.2%,?,4.5%,2.2%,-13.0%
COc1ccccc1C1C(C(=O)c2ccc(C)o2)=C(O)C(=O)N1c1cc(C)on1 (configuration not stated),-14.3%,-0.3%,-4.0%,0.8%,4.9%,-1.8%,43.1%[activator],21.3%,0.9%,?,-22.5%
CCn1c(C)c2c(C)nnc(C)c2c1C,-6.8%,-26.8%,9.3%,5.8%,0.5%,-3.9%,0.9%,-2.4%,-4.7%,?,5.3%
O=C(Nc1ccccc1)c1ccn[nH]1,?,2.51µM*,9.1%,-0.7%,?,3.55µM*,1.4%,-17.7%,10.7µM*,-11.9%,7.08µM*
N#Cc1c(Cl)c(Cl)c2nnc(-c3ccc(Br)cc3)n2c1Cl,0.1%,-0.7%,2.4%,/,0.5%,-3.2%,-25.7%,33.2%,?,6.4%,/
CSCCC(=O)N1CCCC(N(C)CCc2ccccc2)C1 (configuration not stated),2.2%,0.2%,/,-26.4%,-12.3%,-4.0%,5.3%,-23.0%,5.7%,-7.2%,-2.9%
CC(C)CC(=O)NC(=S)N(Cc1ccccc1)Cc1ccccc1,-3.3%,-3.0%,20.6%,0.4%,6.31µM*,0.8%,5.0%,3.16µM*,1.6%,-6.2%,-29.5%
COc1ccc(/C=C(\NC(=O)c2ccc(Cl)cc2)C(=O)NCCCN2CCOCC2)cc1OC,1.1%,5.2%,1.2%,0.8%,-10.3%,-2.3%,-0.6%,-24.6%,-0.1%,6.4%,0.0%
COc1ccc(NS(=O)(=O)c2ccc3oc(=O)c4[nH]c(=O)c(=O)n(C)c4c3c2)cc1,1.2%[9.26 µM],3.0%,9.3%,27.1%,-1.9%,1.9%,1.9%,-5.3%,5.5%,?,-21.5%
Cc1cc(C)nc(-n2nc(C)cc2NC(=O)CN2CCCC(C)C2)n1 (configuration not stated),3.0%,-3.3%,-4.1%,-13.1%,5.62µM*,0.2%,-0.9%,0.708µM*,7.8%,-1.2%,-34.3%

# Screening data (PubChem BioAssay)
